Bioassay records (PubChem BioAssay)
AmpC inh detg – blocks E. coli AmpC beta-lactamase in detergent assay. hit rate 0.041% among 370,000. Potency, µM (highest dose often 114 µM), without a hit: at the highest dose activity change, negative = inhibition, hits mostly inhibitors. AID 485294. AmpC hydrolysis of nitrocefin, absorbance 480 nm, 0.01% Triton. P00811;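 also: potency is read from the fitted curve at half-maximal effect; 0% = no-compound wells and -100% = no-enzyme wells; nearly all actives have a fitted effect of over 25% in size; some results filed as inactive show a strong effect at the top dose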
Target sequence (P00811 whole entry, looked up): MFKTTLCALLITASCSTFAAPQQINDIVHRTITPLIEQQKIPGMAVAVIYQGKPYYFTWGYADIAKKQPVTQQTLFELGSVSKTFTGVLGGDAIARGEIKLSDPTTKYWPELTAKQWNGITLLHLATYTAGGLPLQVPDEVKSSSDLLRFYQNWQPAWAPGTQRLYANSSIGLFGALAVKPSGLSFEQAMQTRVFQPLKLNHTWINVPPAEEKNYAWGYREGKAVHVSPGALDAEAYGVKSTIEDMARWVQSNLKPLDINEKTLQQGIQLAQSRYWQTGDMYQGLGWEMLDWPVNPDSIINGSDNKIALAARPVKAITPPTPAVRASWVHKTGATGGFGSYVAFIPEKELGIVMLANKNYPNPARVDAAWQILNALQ
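20 mM phosphate pH 7.0 + 0.01% (detergent screen) or 0.0001% Triton X-100; 5.3 nM AmpC reagent; cpd preinc 15 min RT; nitrocefin (800 uM stock) to start; A480 q20 s × 4 min; Activity was normalised to no-enzyme and no-compound control wells.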
Shiga toxin inh – inhibitors of Shiga toxin in Vero cells; Vero cells, Shiga toxin protein synthesis inhibition reporter; inhibition, % at 38.7 µM; hit rate 9.2% among 290,000; AID 2315; in the data active = inhibition mostly above about 28%, no sharp cut-off; inactive = mostly below about 43%; also: 0% is about no effect
CHX counter – affects cycloheximide protein synthesis inhibition readout, counter-screen; max response, %; cell reporter, cycloheximide protein synthesis inhibition counterscreen; hit rate 12% among 300,000; in the data active = max response mostly above about 13%, no sharp cut-off; inactive = mostly below about 14%; also: read at 38.3 µM for the half of the compounds with a filed dose; 0% is about no effect
AmpC no deterg – blocks E. coli AmpC beta-lactamase in detergent-free assay; AID 485341; AmpC nitrocefin hydrolysis, absorbance 480 nm, 0.0001% Triton; P00811; hit rate 0.52% among 330,000; Potency, µM (top dose mostly 57.1 µM), for the others: at the top dose activity change, negative = inhibition, usual class: inhibitors;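 also: potency is read from the fitted curve at half-maximal effect; plate controls were no compound for no effect and no enzyme for full effect; nearly all actives have a fitted effect of over 20% in size; some results filed as inactive show a strong effect at the top dose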
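20 mM phosphate pH 7.0 + 0.01% (detergent screen) or 0.0001% Triton X-100; 5.3 nM AmpC reagent; cpd preinc 15 min RT; nitrocefin (800 uM stock) to start; A480 q20 s × 4 min; Activity was normalised to no-enzyme and no-compound control wells.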
HCMV inh – human cytomegalovirus inhibition | hit rate 4.5% among 410,000 | HFF cells, HCMV-luciferase reporter, 72 h; stronger effect = lower value | AID 1259415 | activity change, negative = inhibition, % at 57.5 µM; in the data active = activity change below about -60%; inconclusive = no clear call, values can overlap the other calls; inactive = above about -39%; also: % is scaled to controls: 0 for no effect and ±100 for the full control effect
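Human foreskin fibroblasts infected with luciferase-reporter HCMV at MOI 1 PFU/cell, compounds at two doses. Luciferase measured 72 h post infection; normalized to buffer-only basal and Salinomycin (10uM) controls.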
FBPA Giardia inh – inhibitors of Giardia lamblia fructose-1,6-bisphosphate aldolase; A8B2U2; purified Giardia FBPA; Potency, µM (series often up to 59.6 µM), inactives show at the highest dose activity, negative = inhibition, most hits filed as inhibitors; hit rate 0.71% among 290,000; AID 2451; also: potency is read from the fitted curve at half-maximal effect; % is scaled to controls: 0 for no effect and ±100 for the full control effect; nearly all actives have a fitted effect of over 55% in size
Target sequence (A8B2U2 whole entry, looked up): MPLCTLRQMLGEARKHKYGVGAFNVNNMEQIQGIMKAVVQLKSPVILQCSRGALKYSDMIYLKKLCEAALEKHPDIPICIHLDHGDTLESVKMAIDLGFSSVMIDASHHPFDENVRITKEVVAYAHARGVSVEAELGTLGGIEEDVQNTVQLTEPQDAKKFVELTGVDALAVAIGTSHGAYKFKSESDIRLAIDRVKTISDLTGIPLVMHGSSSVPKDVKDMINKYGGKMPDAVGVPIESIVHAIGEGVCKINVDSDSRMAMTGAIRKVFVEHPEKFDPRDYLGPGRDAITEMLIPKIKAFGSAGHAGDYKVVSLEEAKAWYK
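40 nM FBPA preincubated 10 min at RT with compound (up to 57.5 uM final), then substrate plus GAPDH/TPI/NAD/arsenate coupling and diaphorase/resazurin added. Fluorescence read after 20 min at RT, 525/598 nm.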
AMA1-RON2 inh – AMA1-RON2 (P. falciparum) interaction inhibition | AlphaScreen AMA1-biotinylated RON2 peptide binding | Potency, µM (highest dose often 58.2 µM), for the others: top-dose activity change, negative = inhibition, actives largely listed as inhibitors | hit rate 0.2% among 360,000 | AID 720542;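 also: potency is read from the fitted curve at half-maximal effect; 0% = vehicle wells and -100% = peptide control; nearly all actives have a fitted effect of over 45% in size; some results filed as inactive show a strong effect at the top dose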
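AMA1 (3D7) with his tag at 25 nM final met compounds first, then biotinylated RON2 peptide at 25 nM; detection used donor plus acceptor beads, 10 µg/mL apiece, read by AlphaScreen after 30 min at room temperature.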
An asterisk follows results filed as active; ? = inconclusive; / = not tested or not shown; & = joins results of further samples; [ ] = remark or other dose. Unless noted, calls follow the shape of the dose curve; as a rule, active = well fitted curve in the direction sought with a large enough effect; inconclusive = small, poorly fitted or top-dose-only effect, or another doubt; inactive = no such curve, though single readings can be large; an effect the other way counts as inactive or inconclusive.

SMILES	AmpC inh detg	Shiga toxin inh	CHX counter	AmpC no deterg	HCMV inh	FBPA Giardia inh	AMA1-RON2 inh
CCOC(=O)CSc1nnc(NCC(=O)OC(C)C)c(=O)[nH]1	-8%	23	-2	-21%	-4	0%	29%
Cc1nc2sc(C(N)=O)c(N)c2c(C)c1CC(=O)c1ccccc1	?	92*	30*	-41%	?	-29%	30%[activator]
Cn1nccc1C(=O)N/N=C/c1ccccc1[N+](=O)[O-]	-2%	80*	32*	3%	41	-2%	3%
O=C(Nc1cc(S(=O)(=O)N2CCOCC2)ccc1Cl)C1CCC1	0%	/	/	1%	4	/	15%
CN1CCN(S(=O)(=O)c2ccc(Oc3ccc(F)cc3Br)nc2)CC1	-2%	-12	-3	40%	-17	-1%	-5%
COc1ccc(C(C)=O)cc1CN1C(=O)NC(c2ccccc2)(c2ccccc2)C1=O	3%	16	0	73%[activator]	-30	-10%	-2%
O=C(N1CCN(S(=O)(=O)c2ccc(Cl)cc2)CC1)n1ccnc1	/	/	/	-6%	-11	/	?
FC(F)(F)c1cccc(Cn2nnnc2-c2cc(Cl)cc(Cl)c2)c1	?	-5	-3	-38%	?	-1%	25%
O=C(CCNC(=O)c1ccc([N+](=O)[O-])cc1)Nc1ccccc1N1CCCCC1	0%	/	/	-6%	-23	/	0%
COc1ccc(-c2ccc3c(c2)O/C(=C\c2ccsc2)C3=O)cn1	/	/	/	-16%	61	/	9%
CC(C)C(NC(=O)c1ccc(C(C)(C)C)cc1)C(=O)OCC(=O)NC(=O)Cc1ccccc1 (stereo not drawn)	-6%	9	8	-16%	-6	-13%	-13%[11.6 µM]
Cc1nn(Cc2ccccc2)c2sc(C(=O)NCc3cccnc3)cc12	?	-16	-3	58%	10	5%	0%
Cc1c(C)c2cc(Cl)c(OCC(=O)N3C[C@H]4C[C@@H](C3)c3cccc(=O)n3C4)cc2oc1=O	-8%	-2	-4	5%	-14	15%	7%
COc1ccc(CCNC(=O)C(=O)c2cn(CC(=O)N3CCOCC3)c3ccccc23)cc1	-3%	23	15	189%[activator]	-20	/	-3%
O=c1[nH]c(-c2ccc(Cl)cc2)nc(=S)[nH]1	0%	2	0	-16%	23	-10%	52%[activator]
CCOC(=O)C1(CC2CCCCO2)CCN(Cc2cn[nH]c2-c2cccc(F)c2)CC1 (stereo not drawn)	6%	-7	1	29%	-28	3%	13%
Cc1cc(N2C(=O)C(O)=C(C(=O)c3cc4ccccc4o3)C2c2cccs2)no1 (stereo not drawn)	7%	40	19*	-54%	-7	/	-1%
C=CCNc1nc(C(=O)OCC(=O)c2cccc(Br)c2)cs1	-2%	/	/	-29%	29	/	0%
C=CCn1c(O)c(/C=N/NC(=O)c2ccncc2)c(=O)[nH]c1=O	5%	12	15	-16%	-7	2%	76%[activator]
O=C1CC(NNC(=O)c2ccccc2)C(=O)N1 (stereo not drawn)	-11%	-10	-2	-14%	16	2%	51%[activator]
O=C(Nc1cc(S(=O)(=O)N2CCOCC2)ccc1N1CCCC1)c1cccnc1Cl	0%	15	4	44%	1	2%	0%
Cc1onc(-c2c(Cl)cccc2Cl)c1C(=O)NCc1ccccn1	1%	-3	-2	-22%	-36	-1%	-8%
Cc1cccc(C)c1NC(=O)CSc1nnc(-c2ccco2)c(-c2ccco2)n1	-1%	14	2	-28%	/	7.9µM*	-20%
CCC(=O)c1ccc(OCC(=O)Nc2ccccc2C(=O)NC2CC2)cc1	-3%	/	/	-4%	-35	/	2%
CCOc1cc(-c2c(C#N)c(=O)[nH]c3c2c(C)nn3-c2ccc(F)cc2)ccc1O	-4%	-10	5	-27%	12	?	25%
New compounds follow:
SMILES	AmpC inh detg	Shiga toxin inh	CHX counter	AmpC no deterg	HCMV inh	FBPA Giardia inh	AMA1-RON2 inh
Nc1c(/C=C2/C=CC(=O)C(O)=C2)c(=O)nc2sc(CC(=O)N3CCCCC3)nn12	11%	-14	3	-38%	0	?	6%
CCCCOC(=O)Nc1ccc2c(C)cc(=O)oc2c1	-1%	59*	52*	-9%	90	-1%	6%
CCS(=O)(=O)N1CCCC(C(=O)NCCCOC)C1 (stereo not drawn)	2%	-5	27	-10%	43	0%	8%
O=C(CN1C(=O)NC2(CCCc3ccccc32)C1=O)NC1CCCCC1 (stereo not drawn)	-3%	/	/	-10%	-20	/	-7%
COCc1nnc(NC(=O)c2cccc(NC(=O)C(C)C)c2)s1	-5%	27*	14*	-14%	21	0%	-11%
COc1ccc(S(=O)(=O)N(CC(=O)Nc2ccc3c(c2)OCO3)c2ccccc2OC)cc1	?	-4	-3	-27%	?	-8%	-3%
O=C(O)C1C2C=CC(C2)C1C(=O)NCc1ccccc1F (stereo not drawn)	-11%	-4	-1	-1%	-1	12%	0%
CN(c1ccccc1)S(=O)(=O)c1ccc(Cl)c(C(=O)Nc2nn[nH]n2)c1	-7%	11	-2	-23%	-28	-10%	-7%
CC1=C(C(=O)OCC2CCCO2)C(c2ccc(C)cc2)C2=C(CC(C)(C)CC2=O)N1 (stereo not drawn)	-1%	10	14	-6%	-2	5%	10%
COc1ccccc1N=C1NC(=O)/C(=C/c2ccc(N(C)C)cc2)S1	1%	56*	41*	-38%	-1	0%	-8%
CC(=O)Nc1ccc(NC(=O)CSc2nnc(-c3cccs3)n2N)cc1	-19%	/	/	-10%	-3	/	12%
CCOCCCn1cnc2c([nH]c3cc(OC)ccc32)c1=O	5%	-2	-3	-8%	36	-1%	-6%
COc1ccccc1NS(=O)(=O)c1cccc(NC(=O)Cc2cccs2)c1	-6%	-18	-2	-26%	-12	-2%	-9%
Cc1cccc(NC(=O)c2cc3n(n2)C(C(F)(F)F)CC(c2ccc4c(c2)OCO4)N3)c1 (stereo not drawn)	7%	-21	4	-13%	3	-19%	0%
O=C(CNCc1cccs1)Nc1ccc(N2CCCCCC2)cc1	-3%	60*	27*	7%	-28	18µM*	35µM*
CCC(=O)c1ccc(N2CCCC2)c(F)c1	-8%	48*	28*	-15%	23	9%	0%
CCCCc1ccc(NC(=S)NCc2cccnc2)cc1	1%	11	7	-5%	-77*	5%	8%
COc1ccc(/C(O)=C2\C(=O)C(=O)N(CCCN(C)C)C2c2ccccc2F)cc1Cl (stereo not drawn)	-10%	-2	-1	-15%	/	9%	/
COc1cccc(NC(=O)NCCCSC2CCCCC2)c1	-12%	-13	-4	-19%	-15	4%	-8%
Nc1nnc(N2CCCCCC2)s1	-15%	-2	-3	-37%	41	-10%	18%
C/C(CC(=O)Nc1ccc2c(c1)OCCO2)=N\NC(=O)COc1ccccc1	?	15	10	-13%	2	-3%	29%
Cc1cc(C)c(NC(=O)c2cc(=O)c3ccccc3o2)c(C)c1	-14%	-6	-2	-7%	?	1%	-10%
COCCn1c(C)cc(C(=O)CSc2nc3ccccc3c(=O)[nH]2)c1C	-7%	92*	53*	-17%	15	-9%	2%
COc1ccccc1C(c1nnnn1Cc1ccco1)N1CCN(c2cccc(C)c2C)CC1 (stereo not drawn)	1%	43*	28*	-11%	-27	1%	-16%
COc1ccc(NC(=O)CSc2nnc(Cc3ccccc3)c(=O)n2N)cc1	-10%	/	/	-49%	-23	/	31%[activator]
Continued.
SMILES	AmpC inh detg	Shiga toxin inh	CHX counter	AmpC no deterg	HCMV inh	FBPA Giardia inh	AMA1-RON2 inh
Cc1cc(C)n2nc(C(=O)NCC(=O)Nc3ccc(F)c(F)c3)nc2n1	-14%	/	/	-16%	-2	/	0%
O=C1CC(N2CCN(c3ccc(F)cc3)CC2)C(=O)N1c1ccccc1 (stereo not drawn)	2%	-10	6	-3%	38	0%	-14%
CC(C)NS(=O)(=O)c1ccc(NC(=O)C(C)Oc2ccc(C(=O)c3ccccc3)cc2)cc1 (stereo not drawn)	0%	-22	-4	-36%	12	1%	-9%
CC1CCCCN1C(=O)COC(=O)CNC(=O)c1ccc(Cl)cc1Cl (stereo not drawn)	-10%	/	/	-6%	-9	/	6%
COc1ccc(-c2cc(-c3ccccc3)nc(N3CCCC3)n2)cc1OC	?	-3	-2	41%	2	8%	52%[activator]
COc1ccc(COc2cc(-c3cccc(OC)c3)nc3ccc(NC(=O)c4ccc(C)cc4)cc23)cc1	-4%	7&8	-6&-4	-12%	-30	-8%&-4%	-6%
O=C1NC2(CCCCC2)C(=O)N1Cc1cc(=O)n2ccsc2n1	-14%	-10	0	-14%	-39	-1%	-2%
Cc1nc2ccccn2c1CN(C)C(=O)C1CCC(=O)N(CCc2cccc(F)c2)C1 (stereo not drawn)	-2%	8	2	35%	2	/	-1%
COc1ccc(NC(=O)CCOc2ccc(C)cc2)c(OC)c1	-12%	/	-1	1%	13	-4%	-8%
COc1cc(NC(=O)N[C@@H](Cc2ccccc2)C(=O)O)cc(OC)c1	?	21	-4	-32%	62	0%	10%
Cc1cc(=O)n2nc(N3CCCC(C(=O)N4CCc5ccccc54)C3)sc2n1 (stereo not drawn)	?	-13	-3	-3%	/	-11%	3%
CC(=O)NN1C(=O)/C(=C2/Sc3ccccc3N2C)SC1=S	0%	-3	-2	-18%	117	0%	0%
CC(=O)N1CCN(CC(=O)Nc2c(Cl)ccc(C)c2Cl)CC1	3%	4	-1	-22%	-20	5%	1%
Cc1ccc2c(c1)C1CN(C)CCC1N2C(=O)c1ccccc1NS(=O)(=O)c1cccc(C(F)(F)F)c1 (stereo not drawn)	-8%	-11	-1	136%[activator]	37	-8%	-3%
CN(CC(=O)Oc1ccc(-c2nnco2)cc1)S(=O)(=O)c1ccc(F)cc1	-13%	/	/	-5%	15	/	11%
Cc1ccccc1NC(=O)CN(C)S(=O)(=O)c1ccc2c(c1)n(C)c(=O)c(=O)n2C	1%	-3	-2	16%	-5	/	13%
COC(=O)c1nc2n(n1)C(c1ccccc1OC)C1=C(CCCC1=O)N2 (stereo not drawn)	1%	-18	-5	-18%	-10	-16%	-3%
Cc1ccc(-c2ccc(=O)n(CC(=O)NCc3ccco3)n2)cc1	0%	-7	-3	3%	16	0%	-14%
O=C(Cc1ccccc1F)NC1CCCc2ccccc21 (stereo not drawn)	-7%	24	33	-14%	-34	-2%	-12%
Cc1cc(NS(=O)(=O)c2ccc(NC(=O)c3cccc(OC(F)F)c3)cc2)nc(C)n1	4%	38	8	-17%	-23	12%	12%
CSC1=NCCN1C(=O)c1c(F)cccc1F	?	-5	-4	-10%	-7	2%	-10%
COc1ccc(OC)c(C(=O)NC(CC(N)=O)c2ccc(NCC3CC3)c([N+](=O)[O-])c2)c1 (stereo not drawn)	-12%	-4	-3	30%	-17	-4%	-6%

Grouped by structure, those above containing bromine.
SMILES	AmpC inh detg	Shiga toxin inh	CHX counter	AmpC no deterg	HCMV inh	FBPA Giardia inh	AMA1-RON2 inh
CN1CCN(S(=O)(=O)c2ccc(Oc3ccc(F)cc3Br)nc2)CC1	-2%	-12	-3	40%	-17	-1%	-5%
C=CCNc1nc(C(=O)OCC(=O)c2cccc(Br)c2)cs1	-2%	/	/	-29%	29	/	0%
